MEKK3 PB1 HTS = raises or lowers MEK5 binding to the human MEKK3 PB1 domain | Q99759 | bead-based flow cytometry, Alexa488-MEK5 binding to MEKK3; actives lie on both sides; 0 = blocked by unlabeled MEK5, 100 = vehicle | binding response (% of control), % at 10 µM | 1.4% of 290,000 active | AID 1529;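 active = binding response more than 3 SD above or below the average of its plate-row segment, actives on both sides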;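 note: Alexa488 bead fluorescence after subtracting the streptavidin-only scavenger bead signal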
M18AAP inhibitor = blocks P. falciparum M18 aspartyl aminopeptidase. AID 1822. inhibition, % at 7.35 µM. recombinant PfM18AAP, H-Glu-NHMec fluorogenic cleavage. 1.2% of 290,000 active;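 active = inhibition above the campaign mean inhibition over all tested compounds plus 3 SD, cut at about 28% in these data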;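 note: 0% = plate median of test compound wells and 100% = 2 mM ZnCl2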
UBC9 SUMO inh = blocks human SUMOylation mediated by UBC9. inhibition, % at 35 µM. HTRF SUMOylation assay, SAE1/SAE2 + UBC9, in vitro. 0.36% of 290,000 active. AID 2006; in the data active = inhibition above about 50%, passing the limit was not always enough; note: strong numbers were not always called active
MEKK2 WT-MEK5 = raises or lowers MEK5 binding to wildtype human MEKK2 PB1 domain | Q9Y2U5 | AID 1531 | bead flow cytometry, Alexa488-MEK5 binding to MEKK2 WT; actives lie on both sides | 1.1% of 290,000 active | binding response (% of control), % at 10 µM; in the data active = binding response below about 67% or above about 130%
pCIP destab = lowers stability of the mouse p/CIP coactivator protein; F442A p/CIP-EGFP cells, EGFP fluorescence, 16 h; decrease of EGFP signal, % at 10 µM; 0.01% of 290,000 active;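 active = EGFP signal decrease of at least 30% at 10 µM or well 3 SD below plate mean, unless failing retest; inactive = the rest, including hits failing retest or dose response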; note: some compounds called inactive have numbers as strong as hits; many of its hits are not listed in these tables
IDE cell inh = inhibitors of human insulin-degrading enzyme in cells; HEK cells, FAbetaB cleavage, fluorescence polarization; P14735; inhibition, % at 5.59 µM; 0.41% of 320,000 active; AID 434962;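 active = percent inhibition above the average of all tested compounds plus 3 SD, set per screening campaign, cut at about 16% in these data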;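 note: IDE supplied by intact live HEK cells; FP after avidin binding of uncleaved biotin substrate so inhibition keeps polarization high; 0% = DMSO wells and 100% = 60 µM reference IDE inhibitor Ii1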
Target sequence (P14735 whole entry, looked up): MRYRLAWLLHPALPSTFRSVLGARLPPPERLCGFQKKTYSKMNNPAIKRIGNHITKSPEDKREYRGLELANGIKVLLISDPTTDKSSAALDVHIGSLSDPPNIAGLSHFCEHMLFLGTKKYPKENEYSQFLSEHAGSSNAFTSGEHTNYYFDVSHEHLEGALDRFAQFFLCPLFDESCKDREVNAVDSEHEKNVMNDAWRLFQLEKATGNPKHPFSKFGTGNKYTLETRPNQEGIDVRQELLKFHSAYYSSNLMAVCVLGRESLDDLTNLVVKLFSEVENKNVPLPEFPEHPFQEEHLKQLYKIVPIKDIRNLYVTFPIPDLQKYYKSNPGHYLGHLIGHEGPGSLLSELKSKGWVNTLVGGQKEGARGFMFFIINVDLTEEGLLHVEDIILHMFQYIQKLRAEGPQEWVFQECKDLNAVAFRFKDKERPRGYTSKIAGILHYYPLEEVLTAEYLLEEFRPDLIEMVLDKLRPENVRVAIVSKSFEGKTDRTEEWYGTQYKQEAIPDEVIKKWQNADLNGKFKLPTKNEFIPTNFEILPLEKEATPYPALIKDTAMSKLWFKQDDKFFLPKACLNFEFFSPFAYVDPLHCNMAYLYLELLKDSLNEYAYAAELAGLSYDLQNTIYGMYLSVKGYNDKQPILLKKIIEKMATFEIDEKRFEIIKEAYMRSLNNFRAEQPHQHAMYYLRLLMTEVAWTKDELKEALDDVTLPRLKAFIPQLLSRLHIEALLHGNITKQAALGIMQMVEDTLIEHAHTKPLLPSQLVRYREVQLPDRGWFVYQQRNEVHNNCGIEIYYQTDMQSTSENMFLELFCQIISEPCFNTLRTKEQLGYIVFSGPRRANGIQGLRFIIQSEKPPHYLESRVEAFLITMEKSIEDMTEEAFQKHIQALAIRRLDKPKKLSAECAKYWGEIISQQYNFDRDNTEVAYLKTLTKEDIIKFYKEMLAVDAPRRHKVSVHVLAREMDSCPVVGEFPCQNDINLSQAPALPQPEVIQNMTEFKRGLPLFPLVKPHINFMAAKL
NALP1 inh = blocks the NALP1 inflammasome reconstituted in yeast | inhibition, % at 10 µM | S. cerevisiae NALP1/ASC/caspase-1 growth, X-gal OD620, 72 h | 0.61% of 280,000 active; in the data active = inhibition mostly above about 24%, no sharp cut-off; inactive = mostly below about 32%; note: some compounds called inactive have numbers as strong as hits
IDE cell activ = activators of human insulin-degrading enzyme in cells. HEK cells, FAbeta-B cleavage, fluorescence polarization; 0% vehicle, 100% cell-free pure enzyme wells. 0.073% of 340,000 active. activation, % at 5.96 µM. AID 493087;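 active = activation above the mean of all tested compounds plus 3 SD, set per screening campaign, cut at about 17% in these data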
MEKK2 mut-MEK5 = signal of MEK5 binding to mutant human MEKK2 PB1 domain; AID 1530; bead flow cytometry, Alexa488-MEK5 binding to MEKK2 mutant; percent response, % at 10 µM; 0.35% of 290,000 active; in the data active = percent response above about 24%, passing the limit was not always enough; note: inactives centre near 1; some results filed as inactive read as strong as hits; reference of the scale not given here
* marks the source's active call; other numbers are inactive results; . = no result given; [ ] = remark or other dose. Only part of the results is shown, so the mix of outcomes need not match the whole.

MEKK2 mut-MEK5 | MEKK3 PB1 HTS | MEKK2 WT-MEK5 | M18AAP inhibitor | IDE cell inh | pCIP destab | UBC9 SUMO inh | NALP1 inh | IDE cell activ | smiles
1 | 96 | 101 | -10 | -4 | 1 | -6 | 36 | 2 | Cc1nc(C)n(CC(O)COc2ccc3c(c2)CCC3)n1 (stereo unspecified)
-5 | 100 | 96 | -8 | 1 | -3 | 12 | 12 | 2 | Cc1ccc(N2C(=O)c3ccccc3NC2c2ccccc2O)cc1 (stereo unspecified)
7 | 104 | 107 | 1 | -2 | 6 | 4 | 5 | 5 | Cc1onc(-c2c(F)cccc2Cl)c1C(=O)NCc1ccc2c(c1)OCO2
1 | 105 | 103 | -14 | 2 | -12 | 4 | -2 | -3 | CC(C)[C@H](NC(=O)c1ccco1)C(=O)OCC(=O)c1ccc2c(c1)NC(=O)CO2
-10 | 93 | 95 | 1 | 0 | 3 | -15 | 27 | 6 | Cc1[nH]c2ccccc2c1C(=O)COC(=O)c1c(-c2c(F)cccc2Cl)noc1C
13 | 97 | 6.0*[inhibitor] | -4 | 3 | -2 | -1 | 3 | 2 | O=C(O)C1Cc2c([nH]c3ccccc23)C(c2ccc3c(c2)OCO3)N1 (stereo unspecified)
5 | 104 | 101 | -4 | -5 | 2 | 7 | 1 | -2 | COC(=O)CSc1nnc(CNC(=O)c2ccc(S(=O)(=O)N(C)C)cc2)n1C
-11 | 78 | 81 | 7 | -5 | -7 | 26 | -12 | 5 | Cn1c(SCC(=O)N/N=C/c2ccncc2)nc2ccccc21
1 | 91 | 93 | -9 | 4 | -1 | -4 | 12 | 6 | CCn1cc(C2=NC(C)CO2)c2ccccc21 (stereo unspecified)
-5 | 106 | 96 | -6 | 12 | -10 | 25 | 8 | 5 | CC(C)OC(=O)C1CC(C)(O)C(=O)C(C(=O)OC(C)C)C1c1ccc([N+](=O)[O-])cc1 (stereo unspecified)
3 | 101 | 105 | 2 | -2 | -8 | 5 | 6 | 4 | CCOc1ccc(NC(=O)C/C(C)=N/NC(=O)Cc2ccc(Cl)cc2)cc1
9 | 104 | 103 | 1 | 2 | 1 | 21 | 16 | -1 | CC1(C)CC(=O)C2=C(C1)NC(=O)CC2c1cc2c(cc1Br)OCO2 (stereo unspecified)
-10 | 103 | 97 | 7 | 1 | -8 | 8 | -8 | 3 | O=[N+]([O-])c1ccc(-c2csc(NN=C3CCCC3)n2)cc1
2 | 102 | 98 | . | 3 | 3 | -5 | . | 4 | O=C(NCc1nc2ccccc2[nH]1)C1=C[C@H](C2CC2)C[C@H](OCc2ccc(CO)cc2)O1
-5 | 102 | 94 | -10 | 5 | 1 | 6 | -14 | 6 | O=P(COCCOCCOCCOCP(=O)(c1ccccc1)c1ccccc1)(c1ccccc1)c1ccccc1
1 | 99 | 100 | 6 | . | -18 | 5 | 3 | 0 | Cc1c(C(=O)N2CCCC2)oc2ccc(Br)cc12
5 | 100 | 100 | -1 | 1 | -8 | 2 | 6 | 9 | COc1cccc2c1Oc1ncccc1N(C(=O)CCC(=O)NCc1ccc(F)cc1)C2
2 | 100 | 100 | 5 | 1 | -10 | 10 | -3 | 2 | CN(C(=O)c1cccc([N+](=O)[O-])c1)c1ccccc1C(=O)NCc1ccccc1
-5 | 100 | 99 | -5 | -1 | -5 | 12 | -1 | 5 | Cc1cc(NC(=O)c2cccs2)n(-c2ccccc2)n1
3 | 99 | 104 | -2 | -8 | -4 | 10 | 2 | -1 | COc1cccc(CNC(=O)C2(C)Oc3ccccc3NC2=O)c1 (stereo unspecified)
-3 | 92 | 95 | 6 | 2 | 0 | -12 | 16 | 2 | N#Cc1cc([N+](=O)[O-])cnc1N(CCO)CCO
-4 | 90 | 94 | 8 | -3 | -10 | -2 | 9 | 2 | COc1cccc(/C=N/NC(=O)c2ccc([N+](=O)[O-])cc2Cl)c1O
8 | 107 | 104 | -2 | -1 | 7 | 11 | 7 | 3 | COc1cc(OC)cc(C(=O)OCC(=O)NCCCc2ccccc2)c1
-4 | 99 | 100 | -4 | 8 | -8 | -4 | . | 6 | COC(=O)/C(C#N)=C/N(C)C
25* | 101 | 166* | 1 | -4 | -21 | -6 | 24 | 2 | CN(C)CCCN(C(=O)c1ccc(S(=O)(=O)N2CCc3ccccc32)cc1)c1nc2ccc(F)cc2s1
0 | 101 | 99 | -2 | 5 | -12 | 12 | 4 | 7 | CCOc1ccccc1N=c1oc2cc(O)ccc2cc1C(=O)NCC1CCCO1 (stereo unspecified)
2 | 103 | 103 | -2 | 2 | -15 | -2 | 14 | 0 | Cc1ccc(OCCn2nnc3ccccc32)cc1C
-9 | 99 | 97 | -1 | 7 | -5 | 14 | 13 | 3 | N#Cc1c(-c2ccc(Cl)cc2Cl)nc2n(c1=O)CCS2
3 | 102 | 101 | 1 | 3 | -3 | -12 | -1 | 1 | Cc1ccc(S(=O)(=O)NCCCNS(=O)(=O)c2ccccc2[N+](=O)[O-])cc1
-1 | 117 | 100 | -8 | -1 | 4 | 10 | -12 | 6 | COc1ccc(-c2nnc(NC(=O)C3CC3)o2)cc1
1 | 101 | 105 | 0 | . | -4 | 4 | 10 | 6 | Cc1nc(C)n(C(C)CNC(=O)c2ccccc2)n1 (stereo unspecified)
5 | 108 | 105 | 9 | 9 | -7 | -4 | 33 | 11 | COc1ccc(-c2cn[nH]c2N)cc1OC
-2 | 105 | 101 | 23 | -4 | -14 | -27 | . | 4 | CCOc1ccc2nc(NC(=O)c3ccccn3)sc2c1
34* | 107 | 183* | 0 | -2 | 8 | -1 | -1 | 2 | CC(C)n1cc(CN2CCC(C(=O)Nc3cccc(-c4cccc(Cl)c4)c3)CC2)cn1
2 | 105 | 100 | 21 | 6 | 1 | 23 | 14 | 6 | CC(C)CC(NC(N)=O)C(=O)OCC(=O)NC(=O)NC1CCCC1 (stereo unspecified)
15 | 99 | 115 | -1 | 4 | -8 | 13 | 10 | -4 | CC(=O)c1ccc(N2CCN(C(=O)CCC(=O)Nc3ccc4nc(N5CCN(C)CC5)cc(C)c4c3)CC2)cc1
4 | 100 | 100 | -7 | 0 | -5 | 24 | 12 | 7 | CSc1ncccc1C(=O)Nc1cc(C)ccn1
3 | 103 | 101 | -6 | 5 | -13 | 14 | 2 | 7 | COc1ccc(OC)c(-c2cc(C(=O)Nc3c(C)n(C)n(-c4ccccc4)c3=O)no2)c1
-1 | 100 | 105 | -10 | 4 | -8 | -23 | 22 | -3 | COc1ccc(NC(=O)CSc2ccc3ccccc3c2)cc1S(=O)(=O)N1CCCCC1
-8 | 96 | 84 | 10 | 7 | 0 | -6 | 29 | -5 | COc1ccc(-c2noc3c2-c2nc(-c4ccccc4F)sc2CC3)cc1
2 | 105 | 107 | -11 | -4 | 9 | -4 | 13 | 3 | CC(c1ccccc1)N1C(=O)c2ccc(C(=O)NCc3cccnc3)cc2C1=O (stereo unspecified)
13 | 106 | 107 | 2 | 4 | -18 | 5 | 20 | 5 | COc1ccc(OCCN2C(=O)c3ccccc3C2=O)c([N+](=O)[O-])c1
-5 | 98 | 93 | 1 | 0 | -12 | 21 | 5 | 2 | O=C(CNc1ccc(F)cc1)N/N=C1\CCc2ccccc21
12 | 111 | 125 | -1 | -3 | -7 | -35 | 8 | -2 | Cc1ccccc1NS(=O)(=O)c1cc(C(=O)NCCSC2CCCCC2)ccc1C
2 | 107 | 104 | -15 | -2 | 2 | 2 | 16 | 3 | O=C1C2C3C=CC(C3)C2C(=O)N1c1cccc2cccnc12 (stereo unspecified)
0 | 103 | 98 | 18 | -4 | -4 | -4 | -9 | 14 | CC/C(=N\Nc1ccc([N+](=O)[O-])cc1[N+](=O)[O-])c1ccc(O)cc1
3 | 101 | 107 | -2 | 2 | 0 | 4 | 24 | 5 | CC(=O)Nc1cc(C(=O)c2ccccc2)ccc1N1CCOCC1
-1 | 96 | 94 | -16 | 1 | -23 | 5 | 15 | 4 | CC(C)CN(C(=O)COC(=O)CCN1C(=O)c2ccccc2C1=O)C1CCS(=O)(=O)C1 (stereo unspecified)
0 | 100 | 99 | -14 | -2 | 2 | . | 10 | 1 | Cc1cc(Cl)ccc1NC(=O)CN1C(=O)CSc2ccc(S(=O)(=O)N3CCOCC3)cc21
-1 | 73*[inhibitor] | 95 | -12 | 4 | -9 | 0 | 27 | 3 | CC(=O)c1ccc(NS(=O)(=O)c2ccc3ccccc3c2)cc1

More results follow:
MEKK2 mut-MEK5 | MEKK3 PB1 HTS | MEKK2 WT-MEK5 | M18AAP inhibitor | IDE cell inh | pCIP destab | UBC9 SUMO inh | NALP1 inh | IDE cell activ | smiles
6 | 105 | 107 | 18 | -2 | -5 | 10 | -8 | 3 | Cc1cc(-c2ccc(C(C)C)c(S(=O)(=O)NCc3ccco3)c2)on1
-2 | 96 | 103 | 1 | 2 | 3 | 3 | 33 | 0 | Nc1cnc(-c2ccccc2)nc1Cl
-12 | 96 | 95 | 4 | 4 | -10 | 17 | 1 | 1 | Fc1cccc(Cc2noc(CN3CCCN(C4Cc5ccccc5C4)CC3)n2)c1
8 | 108 | 113 | -1 | -6 | -3 | 8 | 9 | 2 | CC(C)CCn1c(=O)c2c(nc3n2CCCN3Cc2ccccc2)n(C)c1=O
-3 | 100 | 100 | 7 | 0 | -24 | 9 | 1 | -5 | COc1cc(C2C3CN(C)CC=C3C(C#N)=C(N)C2(C#N)C#N)ccc1OC(C)C (stereo unspecified)
1 | 105 | 102 | -8 | 5 | -12 | -18 | 20 | -3 | COC(C(=O)Nc1ccc(S(=O)(=O)Nc2c(C)cccc2C)cc1)c1ccccc1 (stereo unspecified)
1 | 102 | 99 | -4 | 4 | -4 | 4 | 12 | 6 | Cc1ccc(CS(=O)(=O)Cc2ccc(C(=O)NC3CCCC3)o2)cc1
6 | 103 | 109 | -13 | 1 | -4 | 3 | 6 | 6 | CCC(C)NS(=O)(=O)c1cccs1 (stereo unspecified)
. | . | . | 3 | 6 | 2 | 19 | -5 | 4 | Cc1ccc(Cn2c(S(=O)(=O)O)nc3ccccc32)cc1
. | . | . | 17 | -7 | -8 | 9 | 3 | 3 | N#C/C=C\Oc1ccc(Cl)cc1N

Quoted at random: 4 records from the list.
MEKK2 mut-MEK5 | MEKK3 PB1 HTS | MEKK2 WT-MEK5 | M18AAP inhibitor | IDE cell inh | pCIP destab | UBC9 SUMO inh | NALP1 inh | IDE cell activ | smiles
6 | 105 | 107 | 18 | -2 | -5 | 10 | -8 | 3 | Cc1cc(-c2ccc(C(C)C)c(S(=O)(=O)NCc3ccco3)c2)on1
. | . | . | 17 | -7 | -8 | 9 | 3 | 3 | N#C/C=C\Oc1ccc(Cl)cc1N
-3 | 100 | 100 | 7 | 0 | -24 | 9 | 1 | -5 | COc1cc(C2C3CN(C)CC=C3C(C#N)=C(N)C2(C#N)C#N)ccc1OC(C)C (stereo unspecified)
-2 | 96 | 103 | 1 | 2 | 3 | 3 | 33 | 0 | Nc1cnc(-c2ccccc2)nc1Cl

Next section.
MEKK2 mut-MEK5 | MEKK3 PB1 HTS | MEKK2 WT-MEK5 | M18AAP inhibitor | IDE cell inh | pCIP destab | UBC9 SUMO inh | NALP1 inh | IDE cell activ | smiles
5 | 106 | 105 | -8 | -3 | 7 | 0 | 1 | 2 | O=C(CCC(=O)Nc1ccc(Br)cc1)N/N=C/c1ccc(F)cc1
9 | 104 | 100 | -1 | 3 | 1 | 10 | -3 | -2 | CCC(C)Oc1nc2c(c(=O)n(C)c(=O)n2C)n1C (stereo unspecified)
-6 | 99 | 91 | -6 | 2 | 8 | 14 | 6 | 0 | CCSc1nnc(CCNC(=O)OC(C)(C)C)o1
4 | 100 | 100 | 11 | 2 | -3 | 16 | -6 | -2 | Cc1ccsc1/C=C1\SC(N2CCOCC2)=NC1=O
